Source: PubChem BioAssay (National Center for Advancing Translational Sciences (NCATS))
NPC1 prom act = activates the NPC1 promoter | hit rate 2.4% among 320,000 | Potency, µM (highest dose often 9.22 µM), for the others: at the highest dose activation, actives largely listed as activators | Huh7 NPC1 promoter luciferase reporter, 24 h;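 note: % of control where 0% means no effect; nearly all actives have a fitted effect of over 60% in size; reporter is driven by a mutant NPC1 promoter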
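Readout is luciferase luminescence, reflecting NPC1 promoter activation in stably transfected Huh7 cells after 24 h compound exposure at 37 °C in reduced-serum medium with 10% FBS.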
p53 reactivator = mutant p53 re-activation in reporter cells; hit rate 0.063% among 320,000; Potency, µM (series often up to 92.2 µM), for inactives: at the highest dose activity change, positive = activation, most hits filed as activators; H1299 p53-A138V BP100-luciferase reporter, luminescence, 24 h; AID 504706; note: % of control where 0% means no effect; nearly all actives have a fitted effect of over 45% in size
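H1299 (p53-null), stable ts p53-A138V + BP100-Luc; 1000 cells/well, Opti-MEM/10% FBS; cpd 4 pt, 1:5; 24 h, 37 deg C, 5% CO2; detection reagent 10 min RT; luminescence.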
Rab9 promoter act = activates the Rab9 promoter | Huh7 Rab9 promoter-luciferase reporter, luminescence, 24 h | Potency, µM (titrated, usually from 9.22 µM), for the others: at the top dose activation, negative = inhibition, most hits filed as activators | hit rate 2.8% among 320,000; note: % of control where 0% means no effect; nearly all actives have a fitted effect of over 60% in size
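Cells were plated at 1500 per well in reduced-serum medium with 10% FBS and left 2 h. Compound in DMSO was then added for 24 h at 37 °C. Reporter signal was read by luminescence after 10 min with luciferase detection reagent.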
MBNL1-CUG inh = blocks human MBNL1 binding to CUG repeat RNA | Potency, µM (series often up to 57.5 µM), inactives show top-dose activity change, negative = inhibition, hits mostly inhibitors | Q9NR56 | hit rate 0.036% among 280,000 | TR-FRET MBNL1-His/biotin-(CUG)12 binding, 665/545 ratio; active = well fitted inhibition curve with a large enough effect in the signal ratio, with a control signal flat, not every such curve was filed as active; inconclusive = small, poorly fitted or top-dose-only effect, or effect the other way, or a change in a side signal; inactive = no such curve, though single readings can be large or run the other way; the % refers to the signal ratio; note: % is set by controls: 0 for no effect and ±100 for the full control effect
Target sequence (Q9NR56 whole entry, looked up): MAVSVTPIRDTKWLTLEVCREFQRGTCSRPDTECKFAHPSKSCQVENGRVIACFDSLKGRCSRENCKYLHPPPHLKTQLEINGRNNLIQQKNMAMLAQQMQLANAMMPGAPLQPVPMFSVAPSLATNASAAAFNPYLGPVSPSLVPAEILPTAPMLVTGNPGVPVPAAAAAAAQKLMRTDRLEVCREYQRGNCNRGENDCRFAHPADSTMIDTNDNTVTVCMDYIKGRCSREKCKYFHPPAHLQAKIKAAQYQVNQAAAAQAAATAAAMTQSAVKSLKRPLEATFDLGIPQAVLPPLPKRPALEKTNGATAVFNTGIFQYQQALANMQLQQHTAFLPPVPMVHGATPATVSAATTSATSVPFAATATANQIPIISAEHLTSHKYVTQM
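Compounds (final 92 nM to 58 uM) are added to His-tagged MBNL1 and biotin-(CUG)12, then terbium anti-His antibody and streptavidin-XL665 (5 nM final). After 60 min at room temperature, the 665/545 nm ratio is read.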
FLuc counter = inhibits or activates purified firefly luciferase, miR-21 counter-screen. P08659. purified FLuc, Km substrates, luminescence inhibition. Potency, µM (series often up to 57.5 µM), without a hit: top-dose activity change, negative = inhibition, most hits filed as inhibitors. hit rate 6.9% among 360,000;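 note: plate controls were vehicle for no effect and reference inhibitor for full effect; nearly all actives have a fitted effect of over 55% in size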
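Biochemical qHTS of compounds, final roughly 60 µM downward over six points, against 10 nM purified firefly luciferase using Km concentrations of substrates (10 uM D-luciferin, 10 uM ATP) in Tris acetate pH 7.5 buffer; luminescence output.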
Gal4-VP16 FLuc = counter-screen for ROR gamma inhibitors: Gal4-VP16 reporter | hit rate 3.5% among 310,000 | Drosophila S2 Gal4-VP16 UAS-luciferase, luminescence, 20 h | Potency, µM (highest dose often 53.6 µM), for inactives: at the top dose activity, negative = inhibition, most hits filed as inhibitors;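 note: Gal4-VP16 expression switched on by copper sulfate through the metallothionein promoter; % is set by controls: 0 for no effect and ±100 for the full control effect; nearly all actives have a fitted effect of over 50% in size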
BRCA1 expr act = activators of BRCA1 expression; MCF7-BRCA1-FFLuc reporter, luminescence, 48 h; response scale: scaled: vehicle 0%, 10 µM genistein 100%; Potency, µM (titrated, usually from 46.1 µM), for inactives: at the highest dose activation, most hits filed as activators; hit rate 1.1% among 380,000; note: nearly all actives have a fitted effect of over 80% in size; some results filed as inactive show a strong effect at the top dose
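Cells: MCF7-BRCA1-FFLuc, 2000/well. Exposure: 48 h, 37 °C, 5% CO2. Read: luminescence, 15 min post-substrate. Controls: genistein 10 microM (maximal activation), DMSO (neutral).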
RORg inh = blocks mouse ROR gamma transcriptional activity; Potency, µM (top dose mostly 53.6 µM), for inactives: at the highest dose activity change, negative = inhibition, most hits filed as inhibitors; Drosophila S2 Gal4-RORgamma UAS-luciferase reporter, 20 h; hit rate 5.4% among 310,000; note: % is set by controls: 0 for no effect and ±100 for the full control effect; nearly all actives have a fitted effect of over 60% in size
Target sequence (P51450 whole entry, looked up, the tested form may be a part): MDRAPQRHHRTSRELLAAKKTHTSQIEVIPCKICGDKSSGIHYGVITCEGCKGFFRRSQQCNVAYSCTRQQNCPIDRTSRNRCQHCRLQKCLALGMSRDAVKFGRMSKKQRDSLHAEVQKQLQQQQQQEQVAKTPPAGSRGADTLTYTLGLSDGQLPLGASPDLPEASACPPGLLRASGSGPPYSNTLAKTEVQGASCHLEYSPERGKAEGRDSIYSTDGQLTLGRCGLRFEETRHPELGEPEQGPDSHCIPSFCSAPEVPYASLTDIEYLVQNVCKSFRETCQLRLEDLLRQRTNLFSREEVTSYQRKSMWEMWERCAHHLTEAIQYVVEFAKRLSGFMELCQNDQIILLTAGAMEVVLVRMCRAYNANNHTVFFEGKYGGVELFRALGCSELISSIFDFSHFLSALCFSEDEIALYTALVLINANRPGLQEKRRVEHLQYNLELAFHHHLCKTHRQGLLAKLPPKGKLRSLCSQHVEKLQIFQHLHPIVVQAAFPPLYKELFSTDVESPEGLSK
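Stably transfected Drosophila Schneider cells are the test system, with ROR gamma fused to Gal4 and luciferase under UAS control; luminescence is read after 20 hr of 700 uM copper sulfate induction at ambient temperature.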
uPA generation = blocks generation of uPA at the cell surface. AID 540303. hit rate 0.31% among 330,000. cell surface uPA generation assay, qHTS. Potency, µM (doses to about 38.3 µM), for the others: top-dose activity change, negative = inhibition, usual class: inhibitors; active = well fitted inhibition curve with a large enough effect; inconclusive = small, poorly fitted or top-dose-only effect; inactive = no such curve, though single readings can be large or run the other way; tested in mouse RAW 264.7 cells; note: % is set by controls: 0 for no effect and ±100 for the full control effect; nearly all actives have a fitted effect of over 55% in size
ELG1 genotox = inducers of genotoxicity in HEK293T ELG1-luciferase cells; hit rate 1.3% among 330,000; HEK293T ELG1-luciferase reporter, luminescence, 16 h; Potency, µM (highest dose often 46 µM), inactives show at the highest dose activity change, positive = activation, hits mostly activators; note: % of control where 0% means no effect; nearly all actives have a fitted effect of over 60% in size
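Quantitative HTS format in 1536-well plates. HEK293T ELG1-luciferase reporter cells receive test compound and are incubated 16 hr at 37 °C, 5% CO2; ONE-Glo added, 30 min room temperature, then luminescence read.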
Numbers without * were called inactive; ? = inconclusive; . = not tested or not shown; [ ] = dose if it differs, or a comment. Unless noted, calls come from the whole dose curve; as a rule, active = well fitted curve in the direction sought with a large enough effect; inconclusive = small, poorly fitted or top-dose-only effect, or another doubt; inactive = no such curve, though single readings can be large; an effect the other way counts as inactive or inconclusive. Potency is the fitted concentration of half-maximal effect.

entry	mol	NPC1 prom act	p53 reactivator	Rab9 promoter act	MBNL1-CUG inh	FLuc counter	Gal4-VP16 FLuc	BRCA1 expr act	RORg inh	uPA generation	ELG1 genotox
1	CN1CCN(CCOc2ccc(Cc3ccccc3)cc2)CC1	1%	.	7%	-1%	4%	-9%	6%	3%	-5%	1%
2	Cc1nc2ccccc2c2oc(C(=O)Nc3ccc(C(C)C)cc3)cc12	-9%	1%	-3%	3%	-11%	-6%	-36%	?	?	-4%
3	Oc1c(Cl)cccc1C=Nc1cc(C(F)(F)F)ccc1N1CCCC1	0%	9%	-3%	-9%	2%	?	-29%	11µM*	8%	2%
4	Cc1c(C2(O)C(=O)Nc3ccc(F)cc32)c(=O)n(-c2ccccc2)n1C (stereo unspecified)	-2%	0%	1%	0%	3%	-10%	1%	-1%	0%	0%
5	C/C(=N\Nc1ccc(S(=O)(=O)Nc2ccccc2)cc1[N+](=O)[O-])c1ccc(N2CCOCC2)cc1	-13%	-4%	-13%	7%	-20%	-3%	-18%	-17%	-1%	0%
6	Clc1ccc(CO/N=C2\CCCc3nonc32)cc1	20%	24%	19%	-2%	?	10%	14%	42%	-6%	7%
7	CCOC(=O)C1=C(C)NC(C)=C(C(=O)OCC)C1/C=C/c1ccccc1	0%	-13%	-5%	3%	5%	1%[0.365 µM]	-21%	37%	.	?
8	O=C(CCS(=O)(=O)c1ccc(Br)cc1)N1CCN(c2ccc(Cl)cc2)CC1	-3%	29%	1%	1%	0%	?	-53%	?	.	-5%
9	CN(Cc1ccco1)C(=O)c1ccc(S(=O)(=O)N2CCCCCC2)cc1	-4%	?	-1%	.	3%	.	-4%	.	?	0%
10	Cc1cc(NC(=O)COc2c(C)cccc2C)no1	-4%	0%	-1%	-4%	5%	-3%	2%	-12%	5%	0%
11	CC(=O)c1ccc(NS(=O)(=O)c2ccccc2)cc1	1%	0%	0%	-9%	-3%	15%	1%	-22%	0%	17%
12	COc1ccc(NC(=O)Nc2ccc3c(c2)C(=O)N([C@H](C)CO)C[C@H](C)[C@@H](CN(C)C(=O)Nc2ccccc2)O3)cc1	.	10%	.	.	.	.	0%	.	10%	13%
13	NC(=O)[C@H]1CC2(CC(c3cccc(NC(=O)COc4ccc(Cl)cc4)c3)=NO2)CN1C(=O)C(c1ccccc1)c1ccccc1 (stereo partly specified)	-8%	4%	-15%	1%	?	4%	-82%	45%	?	-9%
14	CC(O)Cn1c(=O)c2c(nc(Br)n2Cc2ccccc2)n(C)c1=O (stereo unspecified)	0%	2%	?	13%	2%	-6%	-6%	-11%	-2%	0%
15	Cc1ccc(SC[C@H](CC(C)C)N2CCN(C)CCC2=O)cc1	?	19%	3.5µM*	0%	15µM*	-6%	?	15%	-13%	?
16	O=C(CN1CCN(S(=O)(=O)c2ccc(F)cc2)CC1)NC1CC1	-3%	20%	1%	1%	6%	1%	13%	-8%	-10%	6%
17	CC(C)N1C(=O)c2ccccc2C1C(=O)NCCc1ccccc1 (stereo unspecified)	-1%	0%	1%	-4%	0%	4%	-8%	21%	4%	-1%
18	COC(=O)c1ccc(Nc2ncnc3sccc23)cc1	?	18%	?	1%	?	3%	?	39%	0%	4%
19	COc1cc(OC)cc(C(=O)Nc2ccc(C(=O)c3ccncc3)cc2)c1	3%	-7%	5%	?	1%	-6%	-1%	-19%	-1%	-8%
20	Cc1ncc(CO)c(/C=N/Nc2cccc(Cl)n2)c1O	-1%	2%	10%	?	?	-9%	-58%	8%	-24%	-4%
21	Cc1cc(N2CCN(C(=O)c3ccco3)CC2)n2nc(-c3cccc(F)c3)cc2n1	0%	-2%	4%	-2%	?	-16%	-25%	-20%	.	-20%
22	CCc1cccc2cc3c(N)c(C(=O)Nc4ccc(S(=O)(=O)N5CCCC5)cc4)sc3nc12	-5%	-7%	-10%	25%	0%	-3%	35%	20%	-5%	-2%
23	COc1ccc(NC(=O)CNC(=O)c2ccco2)cc1S(=O)(=O)Nc1cc(C)ccc1Br	.	-15%	.	.	.	.	-21%	.	-2%	-5%
24	COc1ccc(S(=O)(=O)N2CCN(C(=O)COc3ccccc3)CC2)cc1	0%	-3%	-1%	-1%	-1%	-8%	-40%	19%	-3%	-2%
25	C[C@H](NC(=O)c1ccco1)C(=O)NNC(=O)COc1cccc(C(F)(F)F)c1	.	6%	.	.	.	.	22%	.	9%	0%

Following part:
entry	mol	NPC1 prom act	p53 reactivator	Rab9 promoter act	MBNL1-CUG inh	FLuc counter	Gal4-VP16 FLuc	BRCA1 expr act	RORg inh	uPA generation	ELG1 genotox
26	C=CCn1c(SCC(=O)c2c(N)n(C3CC3)c(=O)[nH]c2=O)nnc1-c1ccccc1OC	4%	-1%	-2%	.	1%	.	-6%	.	-2%	2%
27	CCNC(=O)C1CC(=O)N(c2ccc(OCC)cc2)C1 (stereo unspecified)	-3%	8%	0%	1%	2%	-3%	-3%	-2%	2%	4%
28	CC(CN(C)Cc1ccccc1)OC(=O)c1ccc2c(c1)OCCO2 (stereo unspecified)	3%	7%	-3%	-4%	-20%	-14%	40%	1%	0%	1%
29	COc1ccccc1CNS(=O)(=O)c1ccc2c(c1)NC(=O)C(C)S2 (stereo unspecified)	3%	-5%	-1%	-8%	1%	7%	0%	5%	-8%	-6%
30	COc1ccc(-c2cnc3n2CCCCC3)cc1	-6%	-1%	-10%	-6%	1%	-3%	-17%	?	-2%	-6%
31	COc1cc(CNCC2CCCO2)ccc1OCC(N)=O (stereo unspecified)	-2%	0%	-9%	3%	-12%	-2%	3%	-19%	-1%	0%
32	Cc1noc(C)c1C(=O)OC(C)C(=O)NC(C)c1ccc(Cl)cc1Cl (stereo unspecified)	.	-9%	.	.	.	.	-15%	.	-9%	-7%
33	O=C(N/N=C/c1ccc(Cl)cc1Cl)c1ccncc1	-3%	1%	11%	?	?	-14%	0%	-27%	9%	2%
34	CNC(=S)N(CCN(C)C)Cc1cc2cc3c(cc2[nH]c1=O)OCO3	-1%	.	1%	8%	1%	-1%	11%	-18%	3%	0%
35	O=C(Nc1ccc(C(=O)O)cc1)/C(=C\c1ccccc1)NC(=O)c1ccco1	0%	-1%	-3%	2%	-2%	16%	-18%	0%	3%	0%
36	COc1ccc(C2CC(C(F)(F)F)n3ncc(C(=O)Nc4cccc(O)c4)c3N2)cc1OC (stereo unspecified)	-5%	-2%	-13%	-9%	-5%	?	-25%	20%	-8%	-8%
37	Cc1c(CC(=O)NCC(=O)O)c(=O)oc2cc3c(cc12)CCC(C)(C)O3	0%	-1%	3%	18%	?	-10%	22%	-23%	-1%	0%
38	Cc1nn(C)c(C)c1NC(=S)Nc1ccc(S(=O)(=O)Nc2ncccn2)cc1	1%	-6%	1%	-2%	-1%	0%	0%	-22%	7%	-1%
39	O=C(O)Cc1cn(Cc2ccc(F)cc2)c2ccccc12	2%	-5%	2%	-3%	?	4%	15%	15%	0%	1%
40	CC(C)(C)C1CCC(=NNC(=O)c2ccccc2-n2cccc2)CC1 (stereo unspecified)	-1%	8%	-3%	-12%	2%	-15%	-31%	-28%	-1%	1%
41	COc1cc(/C=C(\C#N)c2nc3ccccc3[nH]2)ccc1Oc1ccc([N+](=O)[O-])cn1	20%	?	14%	?	?	3%	-29%	37%	-17%	6%
42	COc1ccc(CC(=O)Oc2cc(C)[nH]c(=O)c2[N+](=O)[O-])cc1	-1%	-2%	-5%	-3%	5%	-1%	12%	-3%	12%	1%

Some of the entries above, set out differently.
39) O=C(O)Cc1cn(Cc2ccc(F)cc2)c2ccccc12
27) CCNC(=O)C1CC(=O)N(c2ccc(OCC)cc2)C1 (stereo unspecified)
35) O=C(Nc1ccc(C(=O)O)cc1)/C(=C\c1ccccc1)NC(=O)c1ccco1
28) CC(CN(C)Cc1ccccc1)OC(=O)c1ccc2c(c1)OCCO2 (stereo unspecified)
29) COc1ccccc1CNS(=O)(=O)c1ccc2c(c1)NC(=O)C(C)S2 (stereo unspecified)
37) Cc1c(CC(=O)NCC(=O)O)c(=O)oc2cc3c(cc12)CCC(C)(C)O3

assay / entry	39	27	35	28	29	37
NPC1 prom act	2%	-3%	0%	3%	3%	0%
p53 reactivator	-5%	8%	-1%	7%	-5%	-1%
Rab9 promoter act	2%	0%	-3%	-3%	-1%	3%
MBNL1-CUG inh	-3%	1%	2%	-4%	-8%	18%
FLuc counter	?	2%	-2%	-20%	1%	?
Gal4-VP16 FLuc	4%	-3%	16%	-14%	7%	-10%
BRCA1 expr act	15%	-3%	-18%	40%	0%	22%
RORg inh	15%	-2%	0%	1%	5%	-23%
uPA generation	0%	2%	3%	0%	-8%	-1%
ELG1 genotox	1%	4%	0%	1%	-6%	0%

Records listed so far printed as active in Rab9 promoter act:
cpd	compound	NPC1 prom act	p53 reactivator	Rab9 promoter act	MBNL1-CUG inh	BRCA1 expr act	RORg inh	uPA generation
15	Cc1ccc(SC[C@H](CC(C)C)N2CCN(C)CCC2=O)cc1	?	19%	3.5µM*	0%	?	15%	-13%
